# Bioassay records from PubChem BioAssay.
# B2AR arrestin = beta2AR (human) beta-arrestin recruitment activity. P07550. beta-arrestin recruitment to beta2AR, cell-based reporter. Potency, µM (series often up to 46.1 µM), for the others: top-dose activation, hits mostly activators. hit rate 0.02% among 330,000. AID 492947;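 also: potency is read from the fitted curve at half-maximal effect; 0% = DMSO controls and full agonism = EC100 isoproterenol or metaproterenol; nearly all actives have a fitted effect of over 65% in size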
# uPA surface inh = inhibitors of cell surface uPA generation. cell surface uPA generation assay, qHTS. Potency, µM (doses to about 38.3 µM), without a hit: top-dose activity change, negative = inhibition, most hits filed as inhibitors. hit rate 0.31% among 330,000; active = well fitted inhibition curve with a large enough effect; inconclusive = small, poorly fitted or top-dose-only effect; inactive = no such curve, though single readings can be large or run the other way; tested in mouse RAW 264.7 cells; also: potency is read from the fitted curve at half-maximal effect; % is scaled to controls: 0 for no effect and ±100 for the full control effect; nearly all actives have a fitted effect of over 55% in size
# USP2a inh = blocks human ubiquitin-specific protease USP2a; O75604; USP2 core, Ub-CHOP2 coupled fluorogenic reporter, 485/531; Potency, µM (top dose mostly 38.3 µM), for inactives: top-dose activity change, negative = inhibition, actives largely listed as inhibitors; hit rate 0.01% among 330,000; AID 463254;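 also: potency is read from the fitted curve at half-maximal effect; plate controls were DMSO wells for no effect and full inhibition by NEM control for full effect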
#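 USP2 core (10nM final) preincubated 30min RT with compound in 20mM Tris-HCl pH 8.0, 2mM CaCl2, 2mM beta-mercaptoethanol, 0.05% CHAPS; 25nM Ub-CHOP2 plus 25nM reporter substrate added, fluorescence (Ex485/Em531) read after 60min.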
# BCR signal inh = inhibitors of chronic active B-cell receptor signaling; ABC-DLBCL IkBa-CBG/CBR reporter, luminescence ratio, 4 h; Potency, µM (doses to about 46.1 µM), without a hit: top-dose ratio change, negative = lower green/red ratio, usual class: inhibitors; hit rate 0.05% among 340,000; active = well fitted inhibition curve with a large enough effect in the signal ratio, with a control signal flat, not every such curve was filed as active; inconclusive = small, poorly fitted or top-dose-only effect, or effect the other way, or a change in a side signal; the % refers to the signal ratio;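 also: potency is read from the fitted curve at half-maximal effect; plate controls were basal doxycycline-induced cells for no effect and cells given 10 µM MG132 for full effect; MG132 reads +100%, hits lower the ratio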
#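 Compounds up to 46 uM were incubated four hours with TMD8 cells whose green CBG68 luciferase is fused to IkappaBalpha; red CBR luminescence normalised the signal, and concentration-effect curves were fitted to fusion, red and ratio data.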
# Mito fusion yeast = inhibitors of mitochondrial division or activators of mitochondrial fusion; S. cerevisiae fusion-defective mutant growth rescue, CellTiterGlo 48 h; Potency, µM (doses to about 46.1 µM), for inactives: top-dose growth rescue (activation), actives largely listed as activators; hit rate 0.23% among 320,000;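 also: potency is read from the fitted curve at half-maximal effect; % of control where 0% means no effect; nearly all actives have a fitted effect of over 45% in size; temperature-sensitive fusion mutants such as fzo1-1 at 37 °C on non-fermentable ethanol glycerol medium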
#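 Read-out: ATP-based luminescence (CellTiterGlo, 10 min ambient) reporting growth of fusion-defective ts yeast after 48 hours at 37C on glycerol/ethanol YPEG medium in the presence of compound.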
# PTAP TSG101 blk = blocks PTAP/TSG101 interaction to inhibit HIV-1 budding; Fluorescence polarization, FITC-PTAP peptide / Tsg101 binding; Potency, µM (top dose mostly 115 µM), for the others: at the top dose activity change, negative = inhibition, hits mostly inhibitors; 340,000 tested, under 10 active; AID 493005; active = well fitted inhibition curve with a large enough effect in the main read-out, with a control signal flat, not every such curve was filed as active; inconclusive = small, poorly fitted or top-dose-only effect, or effect the other way, or a change in a side signal; inactive = no such curve, though single readings can be large or run the other way; also: potency is read from the fitted curve at half-maximal effect; % of control where 0% means no effect
# Target sequence (Q99816 whole entry, looked up): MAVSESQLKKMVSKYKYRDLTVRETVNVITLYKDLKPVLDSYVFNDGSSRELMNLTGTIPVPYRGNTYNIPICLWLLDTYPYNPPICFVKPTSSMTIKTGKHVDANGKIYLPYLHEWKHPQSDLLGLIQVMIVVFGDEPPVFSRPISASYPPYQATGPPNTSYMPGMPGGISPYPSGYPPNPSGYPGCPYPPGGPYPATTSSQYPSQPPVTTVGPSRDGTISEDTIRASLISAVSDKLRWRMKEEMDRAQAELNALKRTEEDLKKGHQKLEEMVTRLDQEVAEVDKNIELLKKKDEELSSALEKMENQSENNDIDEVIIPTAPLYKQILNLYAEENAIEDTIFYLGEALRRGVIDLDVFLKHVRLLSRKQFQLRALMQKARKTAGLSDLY
#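 Tsg101 binding domain (10 uM final) was mixed with compound and a FITC-labeled PTAP peptide (50 nM final) in HEPES pH 7.5 buffer with NaCl, Tween 20, EDTA and TCEP; fluorescence polarization was read after 20 min at r.t.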
# ELG1 DNA repair = ELG1-dependent DNA repair inhibition. HEK293T ELG1-luciferase reporter, luminescence, 16 h; DNA damage induced by 5-fluorouridine. Potency, µM (series often up to 46.1 µM), without a hit: top-dose activity change, negative = inhibition, most hits filed as inhibitors. hit rate 2.3% among 330,000. AID 504467; also: potency is read from the fitted curve at half-maximal effect; % is scaled to controls: 0 for no effect and ±100 for the full control effect; nearly all actives have a fitted effect of over 55% in size
#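 HEK293T cells expressing luciferase-tagged ELG1 (2,000/well) received 5-Fluorouridine plus compound or DMSO for 16 hr at 37 °C. Luciferase was read by ONE-Glo luminescence after 30 min at room temperature.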
# TCR activator = T cell receptor activation | AID 504894 | primary human leukocytes, anti-CD3, IL-2 HTRF, 48 h | 330,000 tested, under 10 active | Potency, µM (doses to about 9.22 µM), without a hit: top-dose activation of IL-2 secretion, usual class: activators; also: % of control where 0% means no effect
#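 Primary human leukocytes receive a-CD3 beads and test compound and are incubated 48 hr. Secreted IL-2 is then assayed by HTRF, measuring 665nm acceptor emission after 320nm excitation of the europium donor.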
# Tb PFK block = T. brucei PFK enzyme inhibition; O15648; T. brucei PFK, ADP-Glo luminescence; Potency, µM (highest dose often 57.5 µM), inactives show at the highest dose activity, negative = inhibition, usual class: inhibitors; hit rate 0.17% among 330,000;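 also: potency is read from the fitted curve at half-maximal effect; 0% = uninhibited 1x PFK enzyme wells and -100% = no-enzyme wells; nearly all actives have a fitted effect of over 60% in size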
#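 Activity is normalized to no-enzyme wells (full inhibition) and 1.25 nM enzyme wells (no inhibition). Reaction: 0.5 mM F6P, 0.1 mM ATP, 45 min RT, ADP-Glo luminescence; concentration-response curves fitted and classed by quality.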
# TSHR antagonist = antagonists of human thyroid stimulating hormone receptor; TSHR-expressing cells, TSH-stimulated cAMP HTRF, 2 h; hits give low values; activity change, negative = inhibition, % at 11.5 µM; hit rate 0.2% among 330,000;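 active = activity change below a set negative limit, meaning inhibition stronger than a set level, cut at about -70% in these data; inconclusive = activity change between two set negative limits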; also: % is scaled to controls: 0 for no effect and ±100 for the full control effect
#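 Competitive HTRF cAMP read-out (cryptate anti-cAMP antibody, cAMP-d2; 30 min, room temperature) in freshly harvested TSHR cells. Compounds added before TSH at EC80 (4nM final), followed by 2 hours' incubation at 37 deg C.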
# Eya2 inh = Eya2 (human) phosphatase inhibition; O00167; recombinant Eya2, OMFP fluorescence dephosphorylation (OMFP is methylfluorescein phosphate); hit rate 0.006% among 330,000; Potency, µM (top dose mostly 76.9 µM), inactives show at the top dose activity, negative = inhibition, usual class: inhibitors; AID 488837; also: potency is read from the fitted curve at half-maximal effect; % is scaled to controls: 0 for no effect and ±100 for the full control effect
# Target sequence (O00167 whole entry, looked up): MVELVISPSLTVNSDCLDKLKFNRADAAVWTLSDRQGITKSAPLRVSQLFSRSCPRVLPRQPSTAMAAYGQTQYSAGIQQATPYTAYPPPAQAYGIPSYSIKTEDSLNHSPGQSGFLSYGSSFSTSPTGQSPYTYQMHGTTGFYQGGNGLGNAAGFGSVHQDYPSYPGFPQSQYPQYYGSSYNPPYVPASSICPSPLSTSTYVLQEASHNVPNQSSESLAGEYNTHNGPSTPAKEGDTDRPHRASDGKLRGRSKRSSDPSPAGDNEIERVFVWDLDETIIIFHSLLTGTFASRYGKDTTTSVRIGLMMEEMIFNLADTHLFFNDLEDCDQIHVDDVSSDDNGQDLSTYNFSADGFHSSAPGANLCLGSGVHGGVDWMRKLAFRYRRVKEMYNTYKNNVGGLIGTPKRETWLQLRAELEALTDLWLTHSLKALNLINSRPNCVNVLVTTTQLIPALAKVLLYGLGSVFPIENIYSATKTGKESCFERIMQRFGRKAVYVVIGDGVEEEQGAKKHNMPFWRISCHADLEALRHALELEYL
#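 Eya2 (0.2 uM) preincubated 10 min at ambient with compound, then OMFP substrate added at 50 uM; 10 min reaction in 50 mM HEPES pH 7.5, 50 mM NaCl, 5 uM MgCl2, 0.05% BSA, 1 mM DTT. Fluorescence read at Ex 485/Em 525 nm.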
# The depositor's hits bear a star; u = inconclusive; x = not tested or not shown; [ ] = another dose, or the depositor's remark. Unless noted, calls follow the shape of the dose curve; as a rule, active = well fitted curve in the direction sought with a large enough effect; inconclusive = small, poorly fitted or top-dose-only effect, or another doubt; inactive = no such curve, though single readings can be large; an effect the other way counts as inactive or inconclusive. No enrichment for hits (roughly 3% active in at least one column).
SMILES,B2AR arrestin,uPA surface inh,USP2a inh,BCR signal inh,Mito fusion yeast,PTAP TSG101 blk,ELG1 DNA repair,TCR activator,Tb PFK block,TSHR antagonist,Eya2 inh
Cc1noc(NS(=O)(=O)c2ccc(NC(=O)Nc3ccc(Cl)c(Cl)c3)cc2)c1C,-0.7%,-1%,2%,-2%,-6%,-3%,4%,1%,u,-9,1%
COc1ccccc1NC(=O)COc1cccnc1[N+](=O)[O-],-0.6%,-24%,2%,1%,x,0%,0%,x,0%,x,-19%
CC(C)CCNC(=O)CCCOc1cc(=O)n(C)c2ccccc12,-1.0%,-11%,3%,u,1%,-1%,u,3%,5%,2,7%
CC(C)(C)Nc1nc2cc([N+](=O)[O-])ccc2o1,-0.1%,15%,1%,u,-4%,0%,u,-1%,0%,-3,-7%
CCOC(=O)c1cc2occc2n1CC(=O)N1CCCc2ccccc21,0.2%,-3%,-5%,10%,5%,-2%,-24%,0%,1%,20,-6%
CCOc1ccc(NC(=O)CC2SC(=O)N(c3ccccc3)C2=O)cc1 (configuration not stated),0.3%,x,-5%,u,-8%,1%,u,8%,u,12,-5%
O=C(N/N=C/c1ccc(OC(F)F)cc1)c1ccc(Br)cc1,-2.7%,0%,-3%,4%,-11%,0%,-8%,0%[46.1 µM],0%,-4,2%
O=C(O)CCC(=O)N(Cc1ccccc1)Cc1ccccc1,-0.1%,u,-1%,12%,4%,-1%,1%,-16%,-2%,-1,4%
CC(C)(C)c1ccc(S(=O)(=O)N2CCN(Cc3cc4c(cc3O)OCO4)CC2)cc1,-0.3%,-2%,-3%,7%,-2%,0%,11%,5%,2%,-8,6%
Cc1cccc(C(=O)N2CCN(c3ccc(N4CCOCC4)nn3)CC2)c1,-0.3%,2%,2%,3%,0%,-2%,-8%,-7%,2%,-6,6%
O=C(N1CCN(c2ccccc2)CC1)C1(c2cccs2)CCOCC1,-0.4%,-6%,6%,-5%,11%,-3%,u,-1%[46.1 µM],6%,-4,0%
O=C(CN1C(=O)/C(=C/c2ccc(F)cc2)SC1=S)NC1CCS(=O)(=O)C1 (configuration not stated),-0.1%,-3%,2%,13%,-4%,-5%,7%,0%,-3%,17,7%
O=C(CN(C(=O)CCC(=O)Nc1ccccn1)c1cccc(F)c1)NCc1ccc2c(c1)OCO2,0.2%,-4%,1%,1%,-1%,-2%,-13%,3%,-1%,-12,-10%
Cc1ccc(C(=O)OCC(=O)Nc2sccc2C(N)=O)cc1NC(=O)c1ccco1,0.3%,2%,0%,-17%,-3%,1%,8.2µM*,-2%,-2%,-13,-13%
N#Cc1c(Cl)cccc1Oc1ccc(S(=O)(=O)Nc2ccccc2)cc1,0.1%,-2%,-1%,-13%,-5%,-2%,-12%,4%,3%,-8,-22%
O=C(/C=C/c1ccccc1[N+](=O)[O-])N1CCN(c2ccccc2F)CC1,0.1%,2%,2%,-9%,14%,1%,-8%,-11%,17%,-3,3%
CCOc1ccccc1NC(=O)CC1SC(=N)N(c2ccccc2)C1=O (configuration not stated),0.1%,x,-1%,u,7%,x,-1%,x,-7%,7,4%
O=C(Nc1ccc(N2CCCC2)cc1)c1cc2ccccc2o1,-0.2%,u,-13%,u,-2%,1%,u,3%,6%,10,-7%
CC(=O)N1C(C)(C)CC(=NOC(=O)c2ccccc2)CC1(C)C,0.2%,6%,-3%,-3%,-1%,-4%,6%,-8%,-4%,2,-12%
Cc1ccc(Nc2nc(Cl)nc(N(C)C#N)n2)cc1,5.6%,-13%,-2%,5%,-3%,-5%,5%,2%,1%,-24,11%
CC(=O)c1cc(F)c(N2CCN(C(=O)c3ccco3)CC2)cc1C,-0.2%,-2%,-1%,12%,5%,-4%,18%,2%,-1%,-8,-15%
COc1ccc(-n2c(=S)[nH]c3ccccc32)cc1,0.2%,4%,3%,-13%,1%,-6%,-3%,x,-19%,7,-19%
Cc1nn(CCc2n[nH]c(=S)n2-c2ccc(F)c(Cl)c2)c(C)c1[N+](=O)[O-],-0.3%,x,0%,u,-5%,-4%,-6%,6%,-6%,14,-5%
Cc1cccc(-c2noc(CNC(=O)COc3ccccc3C)n2)c1,-0.3%,4%,0%,-8%,1%,-6%,1%,5%,-2%,3,-7%
Cc1cc(CSc2nc(C)cc(=O)[nH]2)c2ncccc2c1,0.1%,x,4%,-3%,20%,-9%,-20%,5%,0%,-16,-5%
Cc1ccc(C(=O)CCCn2nnc(-c3cccnc3)n2)cc1C,-0.2%,-3%,-1%,4%,4%,-1%,2%,1%,1%,4,20%
COCCn1c(N)c(N(Cc2ccccc2)C(=O)C2CCCC2)c(=O)[nH]c1=O,-0.1%,2%,-9%,11%,u,-2%,5%,x,0%,0,-2%
S=C(Nc1ccc(Cl)cc1Cl)N1CCOCC1,-0.7%,5%,4%,0%,-4%,2%,3%,6%,-2%,1,2%
O=P(O)(COc1ccccc1)COc1ccccc1,-0.4%,-1%,-2%,6%,2%,-3%,4%,-2%,6%,19,-6%
Cc1ccc(F)c(NC=C2C(=O)OC(C)(C)OC2=O)c1,0.3%,-2%,-1%,u,-5%,-4%,2%,-5%,6%,4,3%
CCOC(=O)c1c(C)[nH]c(C)c1C(=O)CSc1nc2ccccc2[nH]1,-0.7%,1%,3%,-1%,1%,2%,u,3%[46.1 µM],0%,2,-4%
O=c1c2cc(Br)ccc2nc(-c2ccc([N+](=O)[O-])cc2)n1O,-0.1%,-14%,0%,-15%,3%,-3%,u,0%,-2%,-9,12%
COc1cccc(-c2cc(C(=O)Nc3cnn(Cc4ccccc4C)c3)no2)c1,0.3%,3%,-2%,u,-1%,-4%,-5%,-4%,2%,-6,11%
CC(C)Oc1ccc(S(=O)(=O)N2CCCCC2)cc1NC(=O)C1CCCC1,0.1%,-6%,0%,2%,9%,-2%,-12%,-2%,-3%,42,11%
COc1ccc(NS(=O)(=O)c2c(C)cc(C)cc2C)cc1,-0.2%,-7%,-3%,u,11%,-2%,u,5%,-1%,-20,2%
CCOC(=O)c1sc2nc(SC)nc(-c3ccc(Cl)cc3)c2c1N,-0.2%,-1%,0%,-4%,-2%,-2%,7%,-16%,2%,15,-2%
Cc1cc2c(c(=O)o1)C(C1C=CCCC1)C(C#N)=C(N)O2 (configuration not stated),0.3%,2%,1%,2%,3%,-2%,1%,x,2%,4,24%
CC(C)CC(=O)Nc1cc2c3c(c1)CCN3C(=O)CC2,0.0%,u,-1%,5%,4%,-4%,20%,-5%,-10%,6,2%
Cc1nc2ccccn2c1C(=O)N/N=C/c1ccc([N+](=O)[O-])o1,-0.9%,u,1%,0%,0%,-4%,10µM*,-2%,-16%,-4,3%
CCCCC(=O)Nc1ccc(NC(=O)C2CC2)cn1,0.1%,0%,-7%,u,1%,-5%,u,-2%,-3%,-5,9%
CC1CCCCN1C(=O)c1cc(-c2ccc(Cl)c(Cl)c2)on1 (configuration not stated),-0.1%,-5%,3%,u,7%,-3%,u,-2%,3%,-1,1%
O=C(Nc1cccc2[nH]ncc12)NS(=O)(=O)c1ccccc1,0.3%,-5%,0%,0%,2%,0%,-11%,-4%,-4%,-2,19%
CN(CC(=O)NCc1ccccc1)S(=O)(=O)c1cnc[nH]1,0.5%,-6%,-5%,u,1%,-9%,7%,0%,-7%,-1,-2%
CCC(NS(=O)(=O)c1ccc(OC)cc1)C(=O)O (configuration not stated),0.0%,1%,1%,2%,-4%,-1%,-1%,3%,2%,4,5%
COC(=O)CN1C(=O)C2(C(C#N)=C(N)Oc3c2c(C)nn3-c2ccccc2)c2ccccc21 (configuration not stated),0.1%,-17%,0%,11%,0%,-3%,-5%,2%[46.1 µM],6%,3,-3%
Cn1c(=O)oc2cc(S(=O)(=O)NCCCN3CCCC3=O)ccc21,-1.1%,13%,0%,-3%,-7%,0%,9%,3%,-3%,45,-5%
